# PglD DTNB – PglD (C. jejuni) enzyme inhibition. purified PglD enzyme, DTNB colorimetric CoA detection. inhibition, % at 12.5 µM. 0.098% of 360,000 active; in the data active = inhibition above about 16%, passing the limit was not always enough; inconclusive = no clear call, values can overlap the other calls; also: strong numbers were not always called active
# LGR2 inh – blocks bursicon-induced cAMP signaling via Drosophila LGR2 | HEK293 LGR2, CRE-luciferase, bursicon-stimulated, 4 h | 0.35% of 380,000 active | AID 720647 | inhibition, % at 9.99 µM;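 active = drop in luminescence signal, shown as inhibition above about 50% in the replicate tests, limit read from the data, passing the limit was not always enough; inconclusive = probably only some replicates passing the limit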;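 also: agonist challenge used bursicon conditioned medium at about half maximal strength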
# PGC1a acetyl inh – PGC1a acetylation modulation, inhibitor mode | inhibition, % at 15.6 µM | U2OS PGC1a acetylation, AlphaScreen anti-acetyl-lysine; with virally co-expressed GCN5 acetyltransferase | 0.17% of 350,000 active;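 active = every replicate shows inhibition of at least 40%; inconclusive = mean inhibition at least 40% but some replicate below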;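 also: 0% = neutral control wells and 100% = positive control wells; some results beyond the cut were filed as inactive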
# ERAP1 HTS inh – blocks human ERAP1 aminopeptidase activity | Q9NZ08 | recombinant ERAP1, Leu-AMC fluorescence, 60 min | inhibition, % at 10.7 µM | 0.15% of 340,000 active;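 active = mean replicate inhibition of at least 30%, or all replicates individually reaching that 30% level; inactive = mean below 30% and not every replicate reaching it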;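 also: 0% = neutral control wells and 100% = L-leucinethiol positive control wells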
# Target sequence (Q9NZ08 whole entry, looked up): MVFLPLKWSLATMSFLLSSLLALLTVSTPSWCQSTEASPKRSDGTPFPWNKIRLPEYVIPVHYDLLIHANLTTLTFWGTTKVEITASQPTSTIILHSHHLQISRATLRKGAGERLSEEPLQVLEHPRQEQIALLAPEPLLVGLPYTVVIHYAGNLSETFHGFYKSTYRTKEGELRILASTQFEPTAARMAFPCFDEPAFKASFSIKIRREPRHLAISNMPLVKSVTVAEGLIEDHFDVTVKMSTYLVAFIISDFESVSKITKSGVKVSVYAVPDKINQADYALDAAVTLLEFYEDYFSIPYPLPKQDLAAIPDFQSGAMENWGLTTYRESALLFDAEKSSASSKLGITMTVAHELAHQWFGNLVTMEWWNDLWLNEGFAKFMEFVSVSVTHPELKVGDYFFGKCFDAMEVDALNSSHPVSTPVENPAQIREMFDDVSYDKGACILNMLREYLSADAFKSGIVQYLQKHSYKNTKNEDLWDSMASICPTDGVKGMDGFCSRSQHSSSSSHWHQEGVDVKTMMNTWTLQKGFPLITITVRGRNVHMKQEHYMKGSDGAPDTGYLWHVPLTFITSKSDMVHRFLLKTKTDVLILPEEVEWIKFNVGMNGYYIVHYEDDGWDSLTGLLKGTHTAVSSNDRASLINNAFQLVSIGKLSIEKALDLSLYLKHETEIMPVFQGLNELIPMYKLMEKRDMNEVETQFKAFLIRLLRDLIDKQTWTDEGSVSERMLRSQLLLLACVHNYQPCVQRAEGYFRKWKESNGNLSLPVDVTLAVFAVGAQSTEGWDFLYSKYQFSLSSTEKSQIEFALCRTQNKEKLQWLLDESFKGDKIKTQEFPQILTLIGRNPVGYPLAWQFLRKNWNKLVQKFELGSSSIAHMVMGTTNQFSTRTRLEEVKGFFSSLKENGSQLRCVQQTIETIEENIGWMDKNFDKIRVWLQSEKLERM
# FN deposition inh – fibronectin deposition inhibition; AH1F fibroblasts, Alexa488-fibronectin deposition fluorescence, overnight; inhibition, % at 12.6 µM; 0.086% of 350,000 active; AID 743247;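 active = mean inhibition across replicates of 30% or more, regardless of how many single replicates reach that level; inconclusive = mean under 30% yet at least half of replicates reach 30%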;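 also: positive control wells lacked labelled fibronectin entirely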
#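 Material: AH1F fibroblasts assembling fluorescent fibronectin matrix; amount: 10000 AH1F cells/well; medium: DMEM, 2% serum; reagent: Alexa488-fibronectin, 24 nM final in well; dosing: single compound dose, delivered by pin transfer; incubation: 1 h adhesion, overnight exposure; detection: fluorescence after three HBSS washes, excitation 485 nm, emission 525 nm; measure: fibronectin deposition inhibition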
# EWS-Fli inh – EWS/Fli transcriptional activity inhibition. A673 NR0B1-luciferase reporter, viability-normalised. inhibition, % at 12.6 µM. 0.67% of 350,000 active;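 active = mean inhibition of at least 50% after viability correction, with every replicate also passing that limit; inconclusive = mean reaches 50% but only one of two replicates passes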;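 also: firefly luciferase signal divided by Alamar Blue viability fluorescence both relative to DMSO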
# PAX8 inh HTS – lowers PAX8-driven luciferase in RMG-I cells. inhibition, % at 12.6 µM. 1.2% of 360,000 active. RMG-I TPO-luciferase reporter, SteadyGlo, 24 h;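 active = mean replicate inhibition at least 60% with every replicate also reaching 60%; inconclusive = only one of the two criteria is met; inactive = mean below 60% and not all replicates reaching 60%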;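 also: luciferase light reporting Pax8 driven TPO promoter activity; plate controls were median of neutral control wells for no effect and mitoxantrone controls for full effect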
# S100A4 MyoIIA – inhibitors of human S100A4 binding to myosin IIA peptide; S100A4/TAMRA-MyoIIA peptide fluorescence polarization; 0.14% of 360,000 active; inhibition, % at 10.7 µM; AID 652163; P26447;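 active = mean inhibition of at least 70% across replicates, with every replicate also reaching that level; inconclusive = mean inhibition reaches 70% but some replicates fall short; inactive = mean inhibition below 70%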
# Target sequence (P26447 whole entry, looked up): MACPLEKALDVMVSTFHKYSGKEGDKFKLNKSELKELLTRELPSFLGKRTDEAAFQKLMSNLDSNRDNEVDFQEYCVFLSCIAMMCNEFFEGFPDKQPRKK
#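 Test system: S100A4 monomer protein. Medium: HEPES buffer with Ca2+, pH 7.2. Reagent: fluorescent myosin IIA peptide, 5 nM. Compound dosing: single-point compound testing. Timing: 5 min between mix addition and reading. Benchmarks: DMSO neutral and TFP positive wells.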
# * = called active by the depositor; ? = inconclusive; . = no result given.
1	COc1ccc(NC(=O)N(C)C[C@@H]2Oc3cc(-c4ccc(C)cc4)ccc3S(=O)(=O)N([C@H](C)CO)C[C@H]2C)cc1
2	COc1cccc(CNC(=O)N2CCN(S(=O)(=O)c3ccc(C)cc3)CC2)c1
3	COc1ccccc1NC(=O)N(C)C[C@@H]1Oc2ncc(C#CCC(C)C)cc2C(=O)N([C@@H](C)CO)C[C@H]1C
4	O=C(CCN1CCN(S(=O)(=O)c2ccc(F)cc2)CC1)Nc1ccccc1F
5	Cc1noc(C)c1S(=O)(=O)N(C)C[C@H]1Oc2ccc(NS(=O)(=O)c3cn(C)cn3)cc2CC(=O)N([C@@H](C)CO)C[C@H]1C
6	Cc1ccc(Cl)cc1NC(=O)C1CCCCC1C(=O)O (centres undefined)
7	CN1CCN(C(=O)C[C@@H]2CC[C@@H]3[C@H](COC[C@H](O)CN3CC3CCCCC3)O2)CC1
8	O=C(NC(=S)NNC(=O)c1cc2ccccc2cc1O)c1ccco1
Assay by compound,1,2,3,4,5,6,7,8
PglD DTNB,-1,4,-2,5,1,.,1,.
LGR2 inh,5,-1,-10,-8,-5,15,2,-5
PGC1a acetyl inh,-2,-11,0,-5,-9,-7,?,.
ERAP1 HTS inh,-4,0,2,-2,-1,-6,-3,-2
FN deposition inh,.,-1,.,-3,-2,.,-2,3
EWS-Fli inh,29,0,-3,.,-22,-6,2,-8
PAX8 inh HTS,.,3,.,-20,.,-2,-7,-10
S100A4 MyoIIA,-9,-6,-16,0,8,-9,-7,0

# In the list so far, 2 contain nitrogen in an aromatic ring.
3	COc1ccccc1NC(=O)N(C)C[C@@H]1Oc2ncc(C#CCC(C)C)cc2C(=O)N([C@@H](C)CO)C[C@H]1C
5	Cc1noc(C)c1S(=O)(=O)N(C)C[C@H]1Oc2ccc(NS(=O)(=O)c3cn(C)cn3)cc2CC(=O)N([C@@H](C)CO)C[C@H]1C
Assay by compound,3,5
PglD DTNB,-2,1
LGR2 inh,-10,-5
PGC1a acetyl inh,0,-9
ERAP1 HTS inh,2,-1
FN deposition inh,.,-2
EWS-Fli inh,-3,-22
PAX8 inh HTS,.,.
S100A4 MyoIIA,-16,8

# Next results:
9	CC(=O)Nc1ccc2c(c1)C(=O)N(C)[C@H]1CC[C@H](CC(=O)NCc3ccc4c(c3)OCO4)O[C@@H]1CO2
10	O=C1C=CC(=O)N1c1ccc(N2CCCCC2)cc1
11	C[C@@H]1CCCCO[C@H](CN(C)C)[C@@H](C)CN([C@@H](C)CO)C(=O)c2cc(NC(=O)c3ccccc3)ccc2O1
12	Cc1ccc(Cl)c2c1=NC(=O)C=2c1[nH]c(=S)[nH]c1O
13	S=C(NCc1cccnc1)Nc1cccc2ccccc12
14	C[C@@H](NC(=O)c1nc[nH]c1C(=O)NCc1ccccc1)c1ccccc1
15	O=C(COC(=O)C1CC2C=CC1C2)Nc1ccccc1F (centres undefined)
16	O=C(O)/C=C/C(=O)Nc1ccc(-n2ccc(C(F)(F)F)n2)cc1
Assay by compound,9,10,11,12,13,14,15,16
PglD DTNB,-5,-1,.,1,2,-1,-9,.
LGR2 inh,-7,.,-9,21,17,10,-80,2
PGC1a acetyl inh,-9,-2,3,12,9,0,4,.
ERAP1 HTS inh,.,6,.,5,-2,.,-3,.
FN deposition inh,-7,1,.,-2,7,5,.,-26
EWS-Fli inh,1,70*,-2,2,-2,6,-3,3
PAX8 inh HTS,12,46,-13,13,14,0,-18,-14
S100A4 MyoIIA,.,-3,.,5,-5,-5,-3,-5

# Sorted by the number under ERAP1 HTS inh (rising): three from the list above
no. | canonical_smiles | ERAP1 HTS inh
15 | O=C(COC(=O)C1CC2C=CC1C2)Nc1ccccc1F (centres undefined) | -3
13 | S=C(NCc1cccnc1)Nc1cccc2ccccc12 | -2
12 | Cc1ccc(Cl)c2c1=NC(=O)C=2c1[nH]c(=S)[nH]c1O | 5

# More structures
17	COCC(=O)N(C)C[C@@H]1Oc2ncc(C#Cc3ccccc3OC)cc2C(=O)N([C@H](C)CO)C[C@@H]1C
18	O=C(NCC1CCCO1)c1cccc(C(=O)NCC2CCCO2)c1 (centres undefined)
19	COc1cccc(Nc2nc(N)c([N+](=O)[O-])c(NCc3ccccc3)n2)c1
20	O=C(c1cccs1)N(CC1CCCO1)c1nc(-c2ccccc2)cs1 (centres undefined)
21	Cc1nc(SCC(=O)O)c(C#N)c2c1CCCC2
22	CC(C)C#Cc1ccc2c(c1)O[C@H](CN(C)C(=O)C1CC1)[C@H](C)CN([C@@H](C)CO)S2(=O)=O
23	O=C1c2nccnc2C(=O)N1Cc1ccccc1
24	C[C@]12c3[nH]c4cc(-c5ccco5)ccc4c3CCN1C(=O)[C@@H](CC(=O)NCc1ccco1)C[C@@H]2C(=O)N1CCOCC1
Assay by compound,17,18,19,20,21,22,23,24
PglD DTNB,0,0,0,4,-3,0,.,-1
LGR2 inh,0,9,-8,.,9,-2,-23,-2
PGC1a acetyl inh,0,7,5,-10,2,10,.,-3
ERAP1 HTS inh,10,2,-3,.,4,1,-2,0
FN deposition inh,0,-4,6,9,-1,.,3,4
EWS-Fli inh,-11,15,-8,.,18,-1,-4,7
PAX8 inh HTS,.,-35,20,0,8,.,-4,23
S100A4 MyoIIA,-6,4,4,.,-4,-2,2,-4

25	CCC(=O)Nc1ccc2c(c1)C(=O)N(C)C[C@H](OC)[C@@H](C)CN(Cc1ccccc1OC)[C@@H](C)CO2
26	C[C@H]1CN([C@@H](C)CO)C(=O)c2ccccc2-c2ccccc2CO[C@H]1CN(C)Cc1ccc(C(=O)O)cc1
27	Cc1cc(Cl)ccc1OCCCC(=O)OCC(=O)Nc1cccc(S(N)(=O)=O)c1
28	Cc1cccc2cc(CN(Cc3cccnc3)C(=O)c3ccncc3)c(=O)[nH]c12
29	O=C(CCSc1ccccc1)Nc1nnc(-c2cccs2)o1
30	Cc1scc(C(=O)N2CCN(S(C)(=O)=O)CC2)c1-c1ccccc1
31	COc1ccc(CNC(=O)c2ccc(CS(=O)Cc3ccc(Cl)cc3)o2)cc1 (centres undefined)
32	COc1ccc(NC(=O)Nc2ccc3c(c2)C(=O)N([C@H](C)CO)C[C@@H](C)[C@H](CN(C)S(=O)(=O)c2ccc(Cl)cc2)O3)cc1
Assay by compound,25,26,27,28,29,30,31,32
PglD DTNB,2,-5,0,-4,-1,-2,-1,3
LGR2 inh,-23,-12,1,.,.,-11,14,.
PGC1a acetyl inh,.,9,-3,-6,2,-11,9,-5
ERAP1 HTS inh,-1,2,1,.,-2,.,-2,1
FN deposition inh,14,-1,-2,-8,3,-5,5,.
EWS-Fli inh,-7,-5,-1,.,3,.,.,-1
PAX8 inh HTS,-3,.,-17,-20,11,.,-4,.
S100A4 MyoIIA,-6,12,-2,.,0,.,-1,-17

33	Cc1noc(C)c1NC(=O)Nc1ccc2c(c1)C(=O)N([C@@H](C)CO)C[C@H](C)[C@@H](CN(C)C(=O)C1CCCCC1)OCCCC[C@@H](C)O2
34	N#Cc1ccccc1S(=O)c1ccccc1C(=O)Nc1ccccc1 (centres undefined)
35	O=C(Cc1c[nH]c2ccccc12)NCc1ccc(Cl)cc1Cl
36	CN(C(=O)c1ccc(NC(=O)C2CCCN(C(=O)OC(C)(C)C)C2)cc1)C1CCCCC1 (centres undefined)
37	CCN(CC)CCNC(=O)C1(c2ccccc2)CCCCC1
38	C/C(=N\N(Cc1ccccc1)c1ccccc1)c1cccnc1
39	C[C@H]1CN([C@@H](C)CO)S(=O)(=O)c2ccc(C3=CCCCC3)cc2O[C@@H]1CN(C)C(=O)C1CCOCC1
40	COc1cc([N+](=O)[O-])ccc1NC(=O)Nc1ccc2c(c1)OCCO2
Assay by compound,33,34,35,36,37,38,39,40
PglD DTNB,-2,3,0,1,-1,.,4,.
LGR2 inh,0,-3,-7,-1,-22,12,8,-16
PGC1a acetyl inh,-2,.,0,.,-5,.,-10,.
ERAP1 HTS inh,-2,4,0,-4,7,-3,4,-1
FN deposition inh,.,-6,7,-1,8,-4,.,-4
EWS-Fli inh,1,3,-14,9,-1,-9,3,-28
PAX8 inh HTS,6,-2,20,-1,15,-1,-10,10
S100A4 MyoIIA,-11,-4,-4,1,0,-3,-70,1

# 3 structures already listed, ordered by count of non-hydrogen atoms, rising:
37	CCN(CC)CCNC(=O)C1(c2ccccc2)CCCCC1
40	COc1cc([N+](=O)[O-])ccc1NC(=O)Nc1ccc2c(c1)OCCO2
33	Cc1noc(C)c1NC(=O)Nc1ccc2c(c1)C(=O)N([C@@H](C)CO)C[C@H](C)[C@@H](CN(C)C(=O)C1CCCCC1)OCCCC[C@@H](C)O2
Assay by compound,37,40,33
PglD DTNB,-1,.,-2
LGR2 inh,-22,-16,0
PGC1a acetyl inh,-5,.,-2
ERAP1 HTS inh,7,-1,-2
FN deposition inh,8,-4,.
EWS-Fli inh,-1,-28,1
PAX8 inh HTS,15,10,6
S100A4 MyoIIA,0,1,-11

# (more compounds)
41	CC1CCN(CC(=O)Nc2cccc(Cl)c2)CC1
42	CN1CCN(C(=O)[C@@H]2[C@@H](CO)[C@@H]3Cn4c(ccc(C5=CCCCC5)c4=O)[C@H]2N3S(C)(=O)=O)CC1
43	O=S(=O)(c1ccc(-c2ccccc2)cc1)N1CCCC1
44	Cc1noc(C)c1NC(=O)Nc1ccc2c(c1)C(=O)N([C@H](C)CO)C[C@H](C)[C@@H](CN(C)C(=O)Nc1ccc3c(c1)OCO3)OCCCC[C@@H](C)O2
45	O=C(O)c1ccc2c(c1)N(Cc1ccccc1F)C(=O)c1ccccc1S2=O (centres undefined)
46	COCC#Cc1ccc([C@H]2[C@H](CO)N3CCCCN(S(=O)(=O)c4ccccc4F)C[C@@H]23)cc1
47	CC(C)Cn1c(N)c(/C=N/NC(=O)c2ccc(Cl)cc2)c(=O)n(C)c1=O
48	Cc1noc(C)c1S(=O)(=O)Nc1ccc2c(c1)CC(=O)N([C@@H](C)CO)C[C@H](C)[C@@H](CN(C)C)O2
Assay by compound,41,42,43,44,45,46,47,48
PglD DTNB,-5,-3,.,-2,3,-4,-9,-4
LGR2 inh,-5,5,5,-4,-19,-3,1,-4
PGC1a acetyl inh,16,.,4,4,9,-2,7,-6
ERAP1 HTS inh,0,1,-2,-2,4,2,-2,-1
FN deposition inh,.,.,-2,-4,-3,.,2,.
EWS-Fli inh,1,2,-6,-16,10,-1,4,-10
PAX8 inh HTS,-2,.,2,.,-6,-10,-7,8
S100A4 MyoIIA,1,-11,0,-8,-1,8,2,-3

49	COCC(=O)N1[C@H](C#N)[C@@H](c2ccccc2-c2ccc(C)cc2)[C@@H]1CO
50	CCn1nc(C)cc1C(=O)NC1CCCc2c1cnn2-c1cc(F)cc(F)c1 (centres undefined)
51	C[C@@H]1CN([C@H](C)CO)C(=O)Cc2cc(NC(=O)Cc3cn(C)c4ccccc34)ccc2O[C@@H]1CN(C)Cc1ccc(Oc2ccccc2)cc1
52	CC(C)(C)S(=O)(=O)/C(C#N)=N/Nc1ccc(S(N)(=O)=O)cc1
53	COC(=O)c1cc(NC(=S)Nc2cc(Cl)cc(Cl)c2)cc(C(=O)OC)c1
Assay by compound,49,50,51,52,53
PglD DTNB,.,0,-3,-11,.
LGR2 inh,-2,7,-3,1,-19
PGC1a acetyl inh,-3,.,-9,14,.
ERAP1 HTS inh,0,0,.,6,-6
FN deposition inh,-5,.,.,.,6
EWS-Fli inh,5,-8,22,4,-2
PAX8 inh HTS,-14,-5,44,6,7
S100A4 MyoIIA,9,-2,.,-1,-4

# Screens: PubChem, Broad Institute
